TrxR1 substrate – is turned over as a substrate by rat TrxR1. Potency, µM (top dose mostly 114 µM), without a hit: top-dose activity change, negative = substrate turnover. O89049. 0.01% of 390,000 active. purified TrxR1 substrate turnover, NADPH consumption readout; also: potency is read from the fitted curve at half-maximal effect; % is scaled to controls: 0 for no effect and ±100 for the full control effect; nearly all actives have a fitted effect of over 50% in size
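Rat TrxR1, dispensed at 90 nM, was prereduced with 400 uM NADPH (final) for 5 min at ~22 deg C, then incubated with compound 15 min before 400 uM selenite. A first-read NADPH fluorescence drop versus no-compound background flagged substrates.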
rTrxR1 inhibitor – rat TrxR1 inhibition; recombinant rTrxR1, NADPH fluorescence consumption, selenite substrate; Potency, µM (doses to about 114 µM), without a hit: at the highest dose activity change, negative = inhibition, most hits filed as inhibitors; 1% of 390,000 active; O89049; also: potency is read from the fitted curve at half-maximal effect; % is scaled to controls: 0 for no effect and ±100 for the full control effect; nearly all actives have a fitted effect of over 65% in size
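Rat TrxR1 (90 nM in the dispensed reagent) was pre-reduced with 400 uM NADPH for 5 min at room temperature, then incubated with compound for 15 min. After 400 uM selenite was added, NADPH fluorescence (Ex 340/Em 450 nm) was followed for 8 min.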
Tb PGK inh – T. brucei PGK inhibition; Potency, µM (doses to about 57.5 µM), for inactives: at the highest dose activity change, negative = inhibition, usual class: inhibitors; AID 602233; P07378; 0.043% of 380,000 active; PGK/GAPDH coupled, Kinase-Glo luminescence, 60 min; also: potency is read from the fitted curve at half-maximal effect; % is scaled to controls: 0 for no effect and ±100 for the full control effect; nearly all actives have a fitted effect of over 60% in size
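Luminescent ATP detection (Kinase-Glo Plus) follows a 60-minute room-temperature incubation, with wells lacking PGK as controls. Buffer: 100 mM TEA (pH 7.6), 5 mM MgCl2, 0.01% Tween-20. Coupling enzyme GAPDH (100 nM final) supplies unstable 1,3-BPG in-well.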
IDH1 R132H inh – inhibitors of human mutant IDH1 R132H | Potency, µM (doses to about 76.6 µM), without a hit: top-dose activity change, negative = inhibition, usual class: inhibitors | 0.093% of 390,000 active | O75874 | IDH1-R132H enzyme, NADPH consumption, diaphorase/resazurin fluorescence; also: potency is read from the fitted curve at half-maximal effect; % is scaled to controls: 0 for no effect and ±100 for the full control effect; nearly all actives have a fitted effect of over 65% in size
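IDH1-R132H (0.5 ug/mL dispensed) in pH 7.5 Tris buffer was preincubated 30 min with compound, then given a substrate mix of 0.016 mM NADPH and 2 mM alpha-KG for 80 min at room temperature; remaining NADPH was read by diaphorase/resazurin fluorescence.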
GLS inh – inhibitors of human glutaminase (GLS) | GLS enzymatic activity, qHTS titration | Potency, µM (series often up to 45.5 µM), for the others: at the top dose activity change, negative = inhibition, hits mostly inhibitors | AID 624170 | O94925 | 0.21% of 410,000 active; also: potency is read from the fitted curve at half-maximal effect; % is scaled to controls: 0 for no effect and ±100 for the full control effect
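Human kidney-isoform GLS in 45 mM KH2PO4 pH 8.2, 0.02% Tween-20, with compound, started with 1mM L-Glutamine (added stock). Glutamate oxidase/HRP/Amplex red coupled fluorescence read at start and after 30 min at RT.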
USP1-UAF1 inh – blocks the human USP1/UAF1 deubiquitinase complex; O94782; recombinant USP1/UAF1, Ub-Rhodamine cleavage fluorescence; Potency, µM (highest dose often 57.1 µM), for inactives: at the top dose activity change, negative = inhibition, most hits filed as inhibitors; 0.23% of 390,000 active; also: potency is read from the fitted curve at half-maximal effect; % is scaled to controls: 0 for no effect and ±100 for the full control effect; nearly all actives have a fitted effect of over 60% in size; inactives centre near -12
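In this screen, compounds sit with the deubiquitinase complex (1nM) for 15 min at room temperature before Ub-Rho is added at 150nM final. Fluorescence rise is then followed for 6 reads every 60 seconds.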
Pin1 inhibitor – inhibitors of human Pin1; Q13526; Pin1 FP peptide displacement, HiFluor488, 10 min; Potency, µM (top dose mostly 115 µM), without a hit: top-dose activity, negative = inhibition, hits mostly inhibitors; 0.009% of 390,000 active; AID 504891; active = well fitted inhibition curve with a large enough effect in the polarisation, with a control signal flat, not every such curve was filed as active; inconclusive = small, poorly fitted or top-dose-only effect, or effect the other way, or a change in a side signal; inactive = no such curve, though single readings can be large or run the other way; the % refers to the polarisation; also: potency is read from the fitted curve at half-maximal effect; % is scaled to controls: 0 for no effect and ±100 for the full control effect
Target sequence (Q13526 whole entry, looked up): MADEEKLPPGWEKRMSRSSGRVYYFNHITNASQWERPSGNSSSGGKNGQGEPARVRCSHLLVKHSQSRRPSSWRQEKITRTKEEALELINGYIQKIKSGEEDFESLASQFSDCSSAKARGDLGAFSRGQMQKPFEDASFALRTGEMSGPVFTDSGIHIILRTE
PI4K2A block – blocks human PI4K2A kinase activity; activity change, negative = inhibition, % at 76.9 µM; Q9BTU6; AID 1346378; 0.13% of 420,000 active; purified PI4K2A, ADP-Glo luminescence, 1 h; active compounds read low; in the data active = activity change below about -50%; inconclusive = mostly about -30% to -49%;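 also: -100% = wells without enzyme as full effect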
Target sequence (Q9BTU6 whole entry, looked up): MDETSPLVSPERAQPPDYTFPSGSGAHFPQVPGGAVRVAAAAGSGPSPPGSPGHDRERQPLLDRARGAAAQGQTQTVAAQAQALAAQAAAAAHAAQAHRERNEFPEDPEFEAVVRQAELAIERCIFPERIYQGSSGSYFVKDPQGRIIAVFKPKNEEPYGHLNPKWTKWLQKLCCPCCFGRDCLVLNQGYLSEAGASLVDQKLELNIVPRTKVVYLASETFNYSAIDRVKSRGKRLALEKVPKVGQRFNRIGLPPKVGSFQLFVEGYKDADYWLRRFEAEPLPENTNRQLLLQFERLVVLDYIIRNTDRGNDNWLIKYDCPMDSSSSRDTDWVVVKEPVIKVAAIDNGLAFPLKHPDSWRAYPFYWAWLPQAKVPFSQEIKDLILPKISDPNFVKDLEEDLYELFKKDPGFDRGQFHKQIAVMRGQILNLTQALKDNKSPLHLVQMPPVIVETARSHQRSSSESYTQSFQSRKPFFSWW
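PI4K2A activity was measured by ADP-Glo luminescence: enzyme (4 ug/mL stock) and phosphatidylinositol (1.2 mM stock) in Tris pH 7.5/MgCl2/EGTA/Triton X-100 buffer were reacted with ATP (300 microM stock) for one hour at ambient temperature.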
HP1b binding inh – blocks HP1-beta chromodomain binding to methylated histone tails; Potency, µM (top dose mostly 114 µM), for the others: at the top dose activity change, negative = inhibition, usual class: inhibitors; 0.56% of 390,000 active; AlphaScreen HP1-beta / biotin-H3K9me3 peptide binding; also: potency is read from the fitted curve at half-maximal effect; nearly all actives have a fitted effect of over 70% in size; inactives centre near 23
Target sequence (P83916 whole entry, looked up): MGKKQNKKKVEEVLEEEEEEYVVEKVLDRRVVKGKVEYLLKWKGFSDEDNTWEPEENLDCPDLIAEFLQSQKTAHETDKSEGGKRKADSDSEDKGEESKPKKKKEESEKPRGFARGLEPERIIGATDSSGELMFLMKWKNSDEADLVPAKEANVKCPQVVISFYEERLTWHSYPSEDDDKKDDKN
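HP1-beta protein (50 nM final) preincubated 30 min at room temperature with biotinylated H3(1-18)K9me3 peptide (50 nM) in PBS pH 7.4, 0.01% Tween-20, then compound added for 30 min. AlphaScreen streptavidin donor/nickel chelate acceptor beads (10 ug/mL final), 30 min dark, luminescence read.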
The depositor's hits bear a star; i = inactive; u = inconclusive; x = no result given; & = joins results of further samples; [ ] = another dose, or the depositor's remark. Unless noted, calls follow the shape of the dose curve; as a rule, active = well fitted curve in the direction sought with a large enough effect; inconclusive = small, poorly fitted or top-dose-only effect, or another doubt; inactive = no such curve, though single readings can be large; an effect the other way counts as inactive or inconclusive. An excerpt; the hit share may differ from the screen's.

Fields – TrxR1 substrate	rTrxR1 inhibitor	Tb PGK inh	IDH1 R132H inh	GLS inh	USP1-UAF1 inh	Pin1 inhibitor	PI4K2A block	HP1b binding inh
O=C(NC12CC3CC(CC(C3)C1)C2)c1cccnc1
  -1%	18%	-10%	2%	-1%	-6%	-8%	1	15%
Cc1cc(C)cc(N(CC(=O)NC2CCCC2)C(=O)C2(C)CC(=O)N=C3C=CC=CN32)c1 (centres undefined)
  77%[activator]	-1%	i	-3%	-10%	-18%	-3%	6	49%[activator]
NC1=NC(=O)/C(=C/c2cn(CCC(=O)O)nc2-c2ccc(Cl)cc2)S1
  -6%	0%	-5%	6%	19%	-8%	50%[activator]	-4	14%
OC1C[N+]2(CCCCC2)C1
  2%[57.1 µM]	9%[57.1 µM]	-2%	-5%	0%	-12%	1%	-6	15%
CCCC1S/C(=N/N=C/c2ccc(OC)cc2)N(Cc2ccccc2)C1=O (centres undefined)
  -9%	-2%	-10%	2%	7%	-12%	-2%	-2	55%[activator]
CC1CC(C)CN(CCCn2c(=S)[nH]c3ccccc3c2=O)C1 (centres undefined)
  -7%[57.1 µM]	7%[57.1 µM]	-3%	4%	-4%	-20%	1%	4	50%[activator]
CC/C(=N/NC(=O)CNc1ccc(Cl)cc1C)c1ccccc1
  7%[57.1 µM]	21%	-2%	-3%	0%	u	-3%	2	5%
O=C1C=C(c2ccccc2)CO1
  3%	5%	-9%	3%	0%	-17%	-5%	0	42%[activator]
Cc1cc(C)n(C(=O)c2ccc([N+](=O)[O-])c(Cl)c2)n1
  -11%	-21%	-3%	2%	0%	-21%	-1%	-1	26%
O=C(COc1ccc(Cl)cc1Cl)NCCCNC(=O)c1cnccn1
  -10%	-9%	5%	-3%	7%	-4%	2%	-8	4%
Cc1cc(NC(=O)CCN2C(=O)C3C4C=CC(C4)C3C2=O)ccc1Br (centres undefined)
  6%[57.1 µM]	21%[57.1 µM]	12%	12%	3%	-26%	-17%	0	13%
CCOC(=O)N1CCC(NC(=O)c2cc(COc3c(C)cccc3C)on2)CC1
  0%	18%	-3%	-6%	-2%	-24%	2%	-7	48%[activator]
Cc1nn(C)c2c1c(-c1ccccc1)cc(=O)n2CC(=O)NC(C)C
  7%[57.1 µM]	6%[57.1 µM]	6%	-8%	-4%	-21%	-7%	-5	10%
COc1ccc(Cl)cc1CNCCSc1nnnn1C
  10%	27%	-3%	10%	1%	-22%	u	-3	71%[activator]
COc1cc(OC)cc(C(=O)NC(=S)Nc2cc3oc4ccccc4c3cc2OC)c1
  2%	8%	-3%	-2%	-2%	-9%	7%	3	1%
COc1ccc(-c2cn3cc(C(=O)NN)ccc3n2)cc1
  43%[activator][57.1 µM]	20%[57.1 µM]	-5%	8%	u	-6%	0%	-72*	20%
O=C(Nc1cccc(Cl)c1Cl)c1cc(S(=O)(=O)N2CCCc3ccccc32)ccc1F
  0%[57.1 µM]	14%[57.1 µM]	-4%	13%	3%	-19%	4%	-2	51%[activator]
CCNC(=S)Nc1cc(Cl)ccc1Oc1ccccc1
  3%[11.4 µM]	-5%[11.4 µM]	0%	0%	-6%	-25%	3%	-3	40%[activator]
CCN(C(=O)c1cccs1)c1nc(-c2ccc(OC)cc2)cs1
  0%[57.1 µM]	6%[57.1 µM]	-7%	-2%	0%	-28%	-4%	1	62%[activator]
CC(C)Cc1ccc(C(C)/C=C2/CCC(CN3CCCCC3)C2=O)cc1 (centres undefined)
  -10%	3.5µM*	i	-1%	-16%	-12%	0%	19	30%
Nc1nnnn1/N=C/c1ccc(N2CCCCC2)c([N+](=O)[O-])c1
  -16%	-19%	-2%	0%	7%	-7%	1%	-4	u
Cc1ccc(SCC(=O)Nc2cccc(NC(=O)c3ccco3)c2)cc1
  0%	0%	i	4%	1%	-8%	7%	-2	13%
Cc1ccc(NC(=O)c2sccc2-n2cccc2)c(C)c1
  -12%	-26%	-4%	1%	-2%	-23%	3%	0	4%
CCC(=O)c1ccc(OCC(=O)NC2CCCC2)cc1
  -9%	0%	-2%	3%	-5%	-14%	-1%	0	25%
Cc1ccccc1OCCn1cc(C(=O)O)c2ccccc21
  -6%	2%	-4%	-1%	9%	-2%	-12%	1	16%
CCCCS(=O)Cc1ccccc1 (centres undefined)
  -1%	4%	i	7%	7%	-11%	0%	-6	37%[activator]
CCCCNC(=O)CSc1nc2n[nH]c(C)c2c(=N)n1-c1ccccc1CC
  8%[57.1 µM]	20%[57.1 µM]	0%	7%	u	5%	-4%	0	37%
O=C(O)CCC(=O)c1ccc2c(c1)OCCCO2
  -4%	-1%	-4%	3%	0%	-10%	-5%	-6	4%
CCCn1nc(C(=O)NNC(=O)Cc2ccc(S(=O)(=O)N3CCOCC3)s2)c2ccccc2c1=O
  -11%	-14%	0%	-1%	9%	-6%	7%	-2	23%
COc1ccc(CNC(=O)C(C)Sc2ccc(S(=O)(=O)N3CCOCC3)cn2)cc1 (centres undefined)
  -2%	-6%	5%	1%	-3%	-15%	-6%	-3	40%[activator]
COc1ccc(/C=C/C(=O)Nc2ccccc2C(=O)NCC(c2ccc(OC)cc2)N(C)C)cc1 (centres undefined)
  -10%	13%	-4%	-4%	-4%	-12%	u	2	-1%
CCOc1ccc(C(=O)Cn2cnnc2C#N)cc1
  8%[0.0914 µM]	-3%[57.1 µM]	-9%	-12%	0%	-1%	-2%	2	17%
Cc1cc(C)c(Cn2cnc(-c3ccc([N+](=O)[O-])cc3)c2)c(C)c1
  -3%	16%	-6%	1%	-3%	-16%	20%	-1	10%
CC(=O)c1cc(NC(=O)c2ccccc2)c(=O)oc1C
  10%[11.4 µM]	-18%[57.1 µM]	1%	5%	-19%	-16%	1%	-9	u
CCN(CC(=O)Nc1ccccc1C(F)(F)F)C(=O)CCS(=O)(=O)c1ccc(Cl)cc1
  2%	17%	-7%	7%	-11%	-2%	0%	2	35%
COc1ccc(CCNC(=O)c2ccc3c(c2)N(Cc2ccccc2)CCS3)cc1OC
  39%&82%[activator]	21%&67%	7%&-8%	-4%&2%	10%&6%	-28%&-2%	1%&1%	-1&5	5%&8%
CCOC(=O)CSc1nc2c(cnn2-c2ccc(F)cc2)c(=O)[nH]1
  1%	5%	-6%	0%	6%	-18%	0%	-26	33%
COc1ccc(CNC(=O)CCSCc2ccccc2Cl)c(OC)c1
  -8%	-6%	-10%	-4%	3%	-16%	1%	1	6%
CCCN(CC(=O)Nc1ccccc1OC)CC(=O)c1c(N)n(Cc2ccccc2)c(=O)n(C)c1=O
  -4%	39%[activator]	-7%	2%	2%	-13%	2%	-2	29%
O=C1CC(c2ccccc2F)C2=C(COC2=O)N1 (centres undefined)
  7%	17%[57.1 µM]	-3%	3%	1%	-7%	-3%	0	42%[activator]
COc1cc(O)oc1C=Nc1ccc(C(=O)O)cc1
  -11%	-3%[57.1 µM]	u	-8%	15%	-1%	10%	-50*	6%
C[n+]1c2n(c3ccccc31)N=C(c1ccccc1)CS2
  12%&5%[57.1 µM]	40%&23%[57.1 µM]	-1%&-3%	0%&1%	-1%&2%	-3%&-24%	-4%&-6%	-8&-18	-4%&12%
CNC(=O)COC(=O)c1c2c(nc3ccccc13)CCC2
  8%	-3%	-3%	-6%	u	5%	u	-6	11%
O=c1oc2cc(O[C@@H]3OC[C@@H](O)[C@H](O)[C@H]3O)ccc2c2ccccc12
  155%[activator]	18%	-5%	9%	-17%	-20%	4%	28	64%[activator]
Cc1nnc(Cl)c2nn(-c3ccccc3)c(C)c12
  -1%	-5%	-8%	3%	-1%	-6%	1%	5	29%
CCOc1nc2cnccc2n(CC(=O)Nc2cccc(C)c2)c1=O
  0%	2%	-6%	0%	3%	-12%	2%	2	33%
O=c1cc(CO)oc(C(Nc2ccccn2)c2ccccc2F)c1O (centres undefined)
  2%	u	-6%	5%	27%	-12%	4%	5	u
Cc1cccc(NC(=S)N(CCN2CCOCC2)Cc2cc3cc4c(cc3[nH]c2=O)OCCO4)c1
  10%	-12%	-13%	5%	13%	-23%	1%	-2	22%
Cc1ccc(NC(=O)CSCc2n[nH]c(=O)[nH]2)c(Br)c1
  8%[57.1 µM]	18%	-6%	11%	9%	-8%	1%	-19	-9%
O=[N+]([O-])c1cc2c(cc1/C=N/NS(=O)(=O)c1ccc(Br)cc1)OCO2
  0%[57.1 µM]	13%[57.1 µM]	-1%	17%	-1%	-18%	33%[activator]	-1	u
COc1ccc(-c2nc(CNS(=O)(=O)c3ccc(F)cc3)cs2)cc1
  0%	4%	x	x	-3%	-24%	5%	-1	82%[activator]
Cc1c(Cl)cccc1NC(=O)CN1C(=O)CCn2nc(-c3cccn3C)cc21
  -10%[57.1 µM]	-22%[57.1 µM]	-10%	9%	5%	u	7%	-21	-7%[57 µM]

Screening results from PubChem.
